Compound activity as filed in PubChem BioAssay.
OPRM1-OPRD1 ag: OPRM1-OPRD1 heterodimerization agonism; P35372+P41143; cells, luminescence; activation, % at 9.3 µM; 340,000 compounds, 0.3% hits; AID 504326; in the data active means activation above about 18%;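 further: 0% = vehicle-treated cells and 100% = reference agonist; values of inactives mirror those of a sister screen read the other way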
Target sequence (P35372 whole entry, looked up): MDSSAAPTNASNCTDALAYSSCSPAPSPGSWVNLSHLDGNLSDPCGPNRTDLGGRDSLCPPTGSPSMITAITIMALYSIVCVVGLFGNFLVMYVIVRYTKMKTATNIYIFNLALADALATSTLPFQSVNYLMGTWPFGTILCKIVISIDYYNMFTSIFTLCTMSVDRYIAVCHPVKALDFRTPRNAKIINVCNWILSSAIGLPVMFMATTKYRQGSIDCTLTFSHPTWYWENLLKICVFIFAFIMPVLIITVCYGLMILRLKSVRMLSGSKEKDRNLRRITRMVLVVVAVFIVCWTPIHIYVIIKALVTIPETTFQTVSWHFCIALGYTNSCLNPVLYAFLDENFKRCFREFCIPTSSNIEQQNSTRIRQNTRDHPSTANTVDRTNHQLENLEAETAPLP
Target sequence (P41143 whole entry, looked up): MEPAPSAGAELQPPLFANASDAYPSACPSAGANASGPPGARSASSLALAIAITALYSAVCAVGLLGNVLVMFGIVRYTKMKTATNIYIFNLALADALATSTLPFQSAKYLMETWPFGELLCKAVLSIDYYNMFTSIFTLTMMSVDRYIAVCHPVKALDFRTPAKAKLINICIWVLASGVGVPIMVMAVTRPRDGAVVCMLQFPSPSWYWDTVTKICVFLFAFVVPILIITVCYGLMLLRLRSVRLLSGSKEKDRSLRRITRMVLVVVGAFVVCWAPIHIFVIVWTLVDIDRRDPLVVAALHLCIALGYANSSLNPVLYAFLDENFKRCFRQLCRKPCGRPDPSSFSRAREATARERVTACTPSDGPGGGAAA
RTF Ca sens inh: cardiac RTF calcium desensitization; P19429+P45379; IANBD-labeled cardiac RTF, Ca2+ fluorescence; inhibition, % at 7.15 µM; 340,000 compounds, 0.12% hits; AID 493244;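 active means inhibition above the mean inhibition of all tested compounds plus 3 SD, cut at about 17% in these data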;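 further: assay run at fixed EC70 calcium of 1.6 mM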
cardiac RTF act: cardiac RTF calcium sensitization; activation, % at 7.2 µM; IANBD-labeled TnC RTF fluorescence at EC20 calcium; 0% EC20 calcium, 100% full calcium; 340,000 compounds, 0.24% hits; P19429+P45379;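 active means activation above the mean over all tested compounds plus 3 SD, cut at about 30% in these data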;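 further: rise in fluorescence read as greater calcium sensitivity of cardiac thin filaments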
V-ATPase pHluor: yeast V-ATPase proton transport regulation by pHLuorin; S. cerevisiae, pHLuorin cytosolic pH fluorescence; response, % at 10 µM; 350,000 compounds, 0.37% hits; AID 504577; in the data active means response mostly above about 7.3%, no sharp cut-off; inactive means mostly below about 5.4%; further: actives read high; inactives centre near 0; some compounds called inactive have numbers as strong as hits; reference of the scale not given here
MOR-DOR inv ag: mu-delta opioid heterodimer inverse agonism; P35372+P41143; cell-based MOR-DOR heterodimer luminescence; inhibition, % at 9.3 µM; 340,000 compounds, 0.21% hits; AID 504357; in the data active means inhibition above about 22%, passing the limit was not always enough;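 further: 0% = cells with DMSO and 100% = wells without cells with DMSO; values of inactives mirror those of a sister screen read the other way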
C-LANA FP: inhibitors of KSHV LANA C-terminal domain DNA binding | MBP-C-LANA/FAM-LBS DNA binding, fluorescence polarization | inhibition, % at 9 µM | 340,000 compounds, 0.078% hits;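 active means highest replicate inhibition at or above 60% at 9 µM, even if other replicates fall short; inactive means all replicates below 60% inhibition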;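 further: 0% = neutral control wells and 100% = 4 µM acridine orange control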
Keap1 Nrf2 FP: inhibitors of human Keap1-Nrf2 protein-protein interaction; Keap1 Kelch-Nrf2 peptide fluorescence polarization, 1536-well; 340,000 compounds, 0.15% hits; AID 504523; Q14145; inhibition, % at 9.4 µM; in the data active means inhibition above about 12%;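 further: human Keap1 Kelch domain with fluorescein labeled Nrf2 9mer peptide probe; 0% = neutral control wells and 100% = peptide positive control; higher means more block of Keap1 binding to Nrf2 peptide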
HTR5A inv ag: counter-screen for OPRM1-OPRD1 inverse agonists: human HTR5A inverse agonism; P47898; HTR5A cell line, luminescence; inhibition, % at 9.3 µM; 340,000 compounds, 0.083% hits; in the data active means inhibition mostly above about 23%, no sharp cut-off; inactive means mostly below about 18%;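 further: 0% = cells with DMSO and 100% = no-cell wells with DMSO; some compounds called inactive have numbers as strong as hits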
CAL PDZ FP: blocks peptide binding to the human CAL PDZ domain | inhibition, % at 24.9 µM | purified CAL PDZ, TMR-peptide fluorescence polarization, 1 h | Q9HD26 | 300,000 compounds, 0.92% hits;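 active means mean inhibition of at least 30% with at least half of replicates also reaching 30%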;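 further: 0% = DMSO neutral control and 100% = excess unlabeled competitor peptide PRC23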
HTR5A ag: HTR5A agonism, opioid heterodimer counter-screen; activation, % at 9.3 µM; HTR5A agonist assay, luminescence, cell-based; 340,000 compounds, 0.61% hits; AID 504692; in the data active means activation mostly above about 9.5%, no sharp cut-off; inactive means mostly below about 7.6%;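 further: 0% = cells with vehicle only and 100% = reference agonist; strong numbers were not always called active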
The depositor's hits bear a star; . = not tested or not shown.

SMILES	OPRM1-OPRD1 ag	RTF Ca sens inh	cardiac RTF act	V-ATPase pHluor	MOR-DOR inv ag	C-LANA FP	Keap1 Nrf2 FP	HTR5A inv ag	CAL PDZ FP	HTR5A ag
O=C(O)c1nn(CCOc2ccc(Br)cc2)c(=O)c2ccccc12	5.0	-10	-3	-4	-27	-1.1	2	-12	-6	4
CC1CCCCC1NC(=O)CN1CCC(O)(c2ccc(F)cc2)CC1 (stereo not drawn)	-1.7	-2	2	-1	10	-1.0	1	-4	-1	1
O=C(NCCCCCCNC(=O)c1ccc(Br)s1)c1ccc(Br)s1	-0.1	-7	-3	-1	0	-0.5	-4	-6	.	12
CCOC(=O)N1CCN(c2nc(C(F)(F)F)nc3c(C)cc(C)cc23)CC1	-3.4	1	5	-4	17	-1.1	1	-9	6	8
COc1ccc(N=C2C(=O)Nc3ccccc32)cc1	-9.4	-5	2	5	50*	-3.3	-7	8	.	-2
CN1C[C@@H]2[C@@H]3C(=O)N(C)C(=O)[C@@H]3[C@](C)(C1=O)N2C(=O)c1ccc(Cl)cc1	-2.8	1	-4	-4	16	-2.1	-3	15	0	-1
CC(=O)N1CCN(c2ccc(NC(=O)c3cccc(OCc4ccccc4)c3)cc2)CC1	-1.0	-6	-2	3	5	4.1	-1	1	-5	4
O=C(Oc1ccc2ccccc2c1)C1CCC1	9.4	0	-5	1	-47	1.5	6	5	-3	-1
Cc1noc(C)c1C(=O)Nc1ccc2c(c1)CCC2	-4.1	0	-1	2	22	0.0	-7	-4	.	1
CCN(CC)CCCNC(=O)c1cn(CC)c2cc(N3CCN(C(=O)c4ccco4)CC3)c(F)cc2c1=O	-0.4	1	9	4	2	-3.5	-4	12	-1	-3
O=C1CC(N2CCC(c3nc4ccccc4[nH]3)CC2)C(=O)N1Cc1ccccc1 (stereo not drawn)	1.2	-1	-4	2	-7	-1.4	1	10	-2	-4
CCOc1ccccc1-c1nc(CN2CCCN(C(=O)c3ccco3)CC2)c(C)o1	-1.9	-4	-1	0	11	-0.9	-6	-5	-2	-1
CC(C)(C)NC(=O)CC1C(=O)NCCN1Cc1c(F)cccc1Cl (stereo not drawn)	-0.6	-2	2	-1	4	0.3	-4	-25	-1	-2
CCCN(CCC)CCCNC(=O)c1cc2cc3ccc(Cl)cc3nc2o1	0.0	3	1	-3	0	2.7	-4	0	-4	0
COc1ccc(OC)c(NC(=S)N2CCN(c3ccccn3)CC2)c1	-2.4	-1	1	-2	15	-0.7	-3	-17	-3	4
COc1ccc(S(=O)(=O)N2CCC(C(=O)N[C@@H](C)C(=O)NC3CC3)CC2)cc1	-1.6	1	2	-2	8	-0.4	-7	-5	.	6
O=C(NCC1CCCO1)c1ccc(Br)s1 (stereo not drawn)	-1.3	-6	7	4	7	-2.1	-2	-2	-7	1
CCOC(=O)c1sc(SCC(=O)Nc2ccc(N(C)C)cc2)nc1N	1.7	10	-3	-1	-10	-1.3	-5	4	-2	7
O=C(O)c1cc2nc(-c3ccccc3)cc(C(F)(F)F)n2n1	-1.0	1	7	-4	6	0.4	2	13	-1	-2
O=C(C1CCCCC1)N1CCC2CC1c1cc(Cl)ccc12 (stereo not drawn)	-1.1	-8	-1	0	5	-1.1	-1	-13	-4	4
O=C(CN1CCCCC1)Nc1ccc(S(=O)(=O)N2CCOCC2)cc1	-1.6	2	1	-2	8	-0.7	0	-13	.	1
CC(C)N1CCN(S(=O)(=O)c2ccccc2)CC1	-0.9	-2	-1	-2	5	0.5	-3	-25	.	0
CC1OC2(OC1C)C(=O)Nc1ccccc12 (stereo not drawn)	-1.2	-9	-6	-5	6	1.0	-1	-14	-4	3
CC(Oc1ccc(F)cc1)C(=O)Nc1cc(S(=O)(=O)N2CCCCC2)ccc1N1CCN(C)CC1 (stereo not drawn)	2.0	1	-1	-1	-8	0.2	0	23	16	-9
CC(=O)CSc1cc(C)nc2c(-c3ccccc3)c(C)nn12	-4.8	2	-9	0	24	-1.1	3	5	-2	2
CSc1nc(-c2ccccc2)ccc1C(N)=O	-1.5	-6	-2	2	8	1.6	-3	-1	-2	-1
CC(C)N1CCN(C(=O)c2ccc(NC(=O)c3ccc(Br)o3)cc2)CC1	0.5	-7	2	1	-3	2.0	-2	-19	0	6
COCCCNCC1C(Oc2ccc(Cl)cc2)C(=O)N1c1ccccc1C (stereo not drawn)	5.9	4	-4	-1	-31	-2.4	-6	-11	0	0
CCOC(=O)N1CCC(NC(=O)CCN2C(=O)COc3ccccc32)CC1	-1.3	-4	-2	-3	7	0.2	-5	-14	-2	-2
CC1CCCC(C)N1C(=S)SCC(=O)O (stereo not drawn)	-2.4	-7	-2	0	12	0.7	-2	7	0	4

Of the compounds above, three contain two or more sulfur atoms.
SMILES	OPRM1-OPRD1 ag	RTF Ca sens inh	cardiac RTF act	V-ATPase pHluor	MOR-DOR inv ag	C-LANA FP	Keap1 Nrf2 FP	HTR5A inv ag	CAL PDZ FP	HTR5A ag
O=C(NCCCCCCNC(=O)c1ccc(Br)s1)c1ccc(Br)s1	-0.1	-7	-3	-1	0	-0.5	-4	-6	.	12
CCOC(=O)c1sc(SCC(=O)Nc2ccc(N(C)C)cc2)nc1N	1.7	10	-3	-1	-10	-1.3	-5	4	-2	7
CC1CCCC(C)N1C(=S)SCC(=O)O (stereo not drawn)	-2.4	-7	-2	0	12	0.7	-2	7	0	4

(more compounds)
SMILES	OPRM1-OPRD1 ag	RTF Ca sens inh	cardiac RTF act	V-ATPase pHluor	MOR-DOR inv ag	C-LANA FP	Keap1 Nrf2 FP	HTR5A inv ag	CAL PDZ FP	HTR5A ag
CCC(C)NCCOCCOc1ccccc1-c1ccccc1 (stereo not drawn)	5.5	4	1	-1	-30	0.6	-3	-15	-1	1
Cc1noc(C)c1COc1ccc(C(=O)O)cc1	-4.7	-4	0	0	22	0.3	-4	15	-2	4
COc1ccccc1C(=O)NCCC(=O)NCCOc1ccccc1	-1.6	-4	-2	0	8	1.0	4	-12	.	5
COc1ccc(NC(=O)CSc2nnc(C)c3ccccc23)cc1	-1.2	-3	4	-1	6	-0.5	-11	8	.	0
O=C(CCn1cccc1)Nc1ccc(OC(F)(F)F)cc1	1.4	2	1	-3	-7	0.9	-2	-28	.	6
CC(=O)Nc1ccc(N(C(=O)CNC(=O)c2ccco2)C(C(=O)NC2CCCC2)c2ccco2)cc1 (stereo not drawn)	0.2	-26	-1	0	-2	0.0	0	2	2	-1
COc1ccc(Cl)cc1Nc1nc(NCCO)nc(N2CCCC2)n1	0.2	1	-6	0	-1	2.3	-2	-10	-4	1
CN(C)c1cccc(C(=O)N(C)C2CCCN(Cc3ccccc3F)C2)c1 (stereo not drawn)	0.5	-2	-3	3	-2	1.3	-1	-3	-3	1
Cn1c(C(=O)NCCCN2CCCCC2)cc2sccc21	3.2	5	1	-1	-17	4.3	-2	-25	.	1
CCOC(=O)c1ccc(NC(=O)C2CC(=O)Nc3nc4ccccc4n32)cc1 (stereo not drawn)	.	-9	8	4	.	0.9	-4	.	1	.
N#CC1=C(SCC(=O)Nc2ccccc2)NC(=O)CC1c1ccc(O)cc1 (stereo not drawn)	-2.2	-2	-6	-6	11	-1.2	-2	21	.	-7
Nc1nc(C2CCOCC2)cs1	-2.4	-3	-1	1	12	-4.7	1	-2	.	11
CN(C)c1cccc(C(=O)OCC(=O)Nc2ccccc2Cl)c1	2.8	5	-9	0	-20	0.3	3	-21	5	8
Cc1cc(OCc2cc(C(=O)NCC3(C)COC3)no2)cc(C)c1Cl	-0.5	-10	2	0	2	-1.2	3	-5	-2	5
Cc1cccc(-c2nc(NCCCN3CCOCC3)c3ccccc3n2)c1	-2.0	1	-3	-4	9	-3.6	-5	-13	1	5
COc1cc(Br)cc(/C=N/NC(=O)Cc2ccc(C(F)(F)F)cc2[N+](=O)[O-])c1O	18*	-6	0	5	-96	0.7	1	-36	-5	4
Nc1nc(N)c2c(ccc3nccc32)[nH]1	-0.6	-7	-7	4	3	-5.9	5	-42	-4	12*
Cc1c(C(N)=O)sc(N)c1C(=O)OC(C)C	-2.8	-2	1	2	18	1.2	0	8	0	-2
COc1ccc(-c2nnc(SCC(=O)Nc3c(Cl)cc(Cl)cc3C(=O)O)o2)cc1	-4.2	-1	-7	-1	22	-0.7	0	7	-4	-2
Cc1nc(N)sc1-c1csc(Nc2ccccn2)n1	-1.1	-10	4	-1	6	1.4	-3	-4	-1	2
Cc1ccc(N2C(=O)C3ON(c4ccccc4)C(c4ccncc4)C3C2=O)c(C)c1 (stereo not drawn)	-3.8	-1	-2	1	19	1.0	-4	7	-4	-2
CC(NC(=O)c1ccco1)C(=O)N1CCN(c2cccc(Cl)c2)CC1 (stereo not drawn)	0.0	-2	-2	5	0	-0.3	-2	-12	1	5
O=C(CSc1ncc(S(=O)(=O)c2ccccc2)c(=O)[nH]1)Nc1ccccc1Cl	-2.3	-6	3	-1	12	-0.2	5	-3	-5	3
Cc1cc(O)c2c(c1)CC1C3CCC4CC(=O)CCC4(C)C3CC(=O)C21C (stereo not drawn)	0.1	0	2	2	-1	2.3	1	-17	-1	4
CCOc1ccc(C(=O)Nc2cc(C)on2)cc1	0.8	-1	3	-3	-4	2.8	4	6	0	4
Cc1cc(OCC(=O)O)c2ccccc2n1	-2.9	5	-4	-2	18	1.3	-2	-4	5	5
CN(C)S(=O)(=O)N1CCC(n2nccc2NC(=O)CCc2ccccc2)CC1	-2.4	-6	1	-2	14	0.0	-1	2	6	-1
CN(Cc1cccc(-n2cccn2)c1)C(=O)CCc1nnc(C2CCCCC2)o1	-3.0	4	3	-4	16	0.9	0	-12	.	1
O=C(CN1c2cccc3cccc(c23)S1(=O)=O)N1CCOCC1	-1.3	-11	-8	6	7	-0.9	2	18	1	2
Cc1ccccc1OCC(=O)Nc1nnc(S(=O)(=O)N2CCCC2)s1	-3.0	2	3	6	17	-0.6	2	-10	.	4
COc1cc(OC)c(C2=NOC(C(=O)N3CCCc4ccccc43)C2)cc1Cl (stereo not drawn)	-0.2	-3	-1	7	1	3.1	4	-11	-4	0
O=C(CSCc1ccccc1)N1CCN(c2ccc(F)cc2)CC1	1.9	2	4	-3	-12	-2.3	-3	-1	-5	0
Cc1c(NC(=O)C(C)Oc2ncnc3ccccc23)c(=O)n(-c2ccccc2)n1C (stereo not drawn)	-3.0	9	4	3	15	0.4	0	-20	1	8
O=[N+]([O-])c1ccccc1CN1CCN(c2ncccn2)CC1	-1.6	-3	6	-8	8	0.1	-3	7	-1	-2
CCOC(=O)CNc1ccc(OC(F)(F)F)cc1	0.5	-3	0	1	-2	-2.1	3	-35	.	0
CCOCCCNCc1ccc(Cl)cc1	1.7	-2	9	3	-9	-2.6	8	-31	-1	9
COc1ccc(CCNC(=O)COc2ncnc3ccccc23)cc1	-1.7	-9	4	-1	8	-1.3	-1	-2	-2	1
Cc1nc2cc(NC(=O)CCS(=O)(=O)c3ccccc3)ccc2s1	2.2	7	-7	5	-15	-0.9	-3	-10	-1	4
CC(=O)NC(NC(=S)Nc1c(C)n(C)n(-c2ccccc2)c1=O)C(Cl)(Cl)Cl (stereo not drawn)	-0.7	-5	2	7	5	-1.0	2	-14	-2	-3
CCOc1ccc(CCNC(=O)C2=C(C)C(=O)OC23CCC(C)CC3)cc1 (stereo not drawn)	2.2	-5	-1	-2	-12	-0.3	-5	-5	.	0
